Nrf2 ARE act: activates Nrf2 signaling; Potency, µM (top dose mostly 46.1 µM), inactives show top-dose activation, actives largely listed as activators; 0.31% of 410,000 active; AREc32 ARE-luciferase reporter (MCF7-derived line), luminescence, 24 h; also: potency is read from the fitted curve at half-maximal effect; % of control where 0% means no effect; nearly all actives have a fitted effect of over 65% in size
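Each well held 1000 AREc32 cells, which were incubated with compound for 24 hr at 37 deg C after overnight attachment, and ARE reporter activity was quantified by firefly luciferase luminescence.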
A549 tox: A549 cytotoxicity, counter-screen for Nrf2 inhibitors; Potency, µM (titrated, usually from 46 µM), without a hit: top-dose activity change, negative = cytotoxicity, actives largely listed as inhibitors; A549 ARE-Fluc cells, CellTiter-Fluor viability, 18-24 h; 0.16% of 390,000 active; also: potency is read from the fitted curve at half-maximal effect; % is scaled to controls: 0 for no effect and ±100 for the full control effect
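Cytotoxicity counterscreen: CellTiter-Fluor fluorescence was measured in A549 ARE_Fluc cells after 18-24 h of compound exposure in a concentration series. The subsequent BugLite luminescent read reports ARE-luciferase activity.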
TGFb SMAD3 inh: blocks TGF-b signaling; AID 588855; Potency, µM (titrated, usually from 46.1 µM), for inactives: at the highest dose activity, negative = inhibition, usual class: inhibitors; HepG2 CAGA-GFP TGF-b/SMAD3 reporter, GFP fluorescence, 18 h; TGF-beta stimulated, 500 pg/mL final; 1.2% of 410,000 active; also: potency is read from the fitted curve at half-maximal effect; % is scaled to controls: 0 for no effect and ±100 for the full control effect; nearly all actives have a fitted effect of over 65% in size
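GFP signal (ex488/em500-530) from TGF-beta-stimulated HEPG2 CAGA-GFP cells, 500 pg/mL final, 18 h at 37 degrees C in DMEM plus 1% FBS, normalized to unstimulated and DMSO-stimulated controls.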
ATXN viability: cell viability loss in ATXN counter-screen | Potency, µM (series often up to 56.7 µM), hits mostly cytotoxic | S2 cells (HEK-293 line with an ATXN2-luciferase reporter) viability, CellTiter-Fluor protease fluorescence, 24 h | 0.49% of 400,000 active | AID 651635; also: potency is read from the fitted curve at half-maximal effect; nearly all actives have a fitted effect of over 40% in size
IL-2 act: IL-2 activation; IL-2 activation reporter assay, cell-based qHTS; stimulated with anti-CD3/CD4/CD28 beads; in transgenic mouse T cells; activation, % (series mostly up to about 46 µM); AID 652025; 0.065% of 360,000 active; in the data active = activation above about 50%; inconclusive = mostly about 30% to 49%; also: 0% is about no effect
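Unstimulated transgenic mouse T cells, 750 per well, received compound and, after 60 minutes, anti-CD3/anti-CD4 bead plus anti-CD28 stimulation. EGFP and DsRed were quantified after 18 hours.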
ATXN2 expr inh: reduces ATXN2 reporter expression in HEK-293 cells; Potency, µM (highest dose often 57 µM), without a hit: at the highest dose activity change, negative = inhibition, most hits filed as inhibitors; HEK-293 ATXN2-luciferase reporter, luminescence, 24 h; 0.72% of 360,000 active; AID 1745845; also: potency is read from the fitted curve at half-maximal effect; % is scaled to controls: 0 for no effect and ±100 for the full control effect; nearly all actives have a fitted effect of over 55% in size
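qHTS (up to 57 uM final) was run with 24 h compound exposure of reporter cells at 37 °C. Each well was multiplexed: SteadyGlo luminescence measured ATXN2-luciferase expression after a fluorogenic Gly-Phe-AFC viability readout (25 uM final).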
EPAC2 agonist: EPAC2 (human) agonism; Q8WZA2; EPAC2 activation, biochemical qHTS; response scale: 100% = 6.5 mM cAMP response; Potency, µM (titrated, usually from 154 µM), inactives show at the top dose activation, usual class: activators; 0.079% of 360,000 active; AID 720711; also: potency is read from the fitted curve at half-maximal effect; nearly all actives have a fitted effect of over 50% in size
Target sequence (Q8WZA2 whole entry, looked up): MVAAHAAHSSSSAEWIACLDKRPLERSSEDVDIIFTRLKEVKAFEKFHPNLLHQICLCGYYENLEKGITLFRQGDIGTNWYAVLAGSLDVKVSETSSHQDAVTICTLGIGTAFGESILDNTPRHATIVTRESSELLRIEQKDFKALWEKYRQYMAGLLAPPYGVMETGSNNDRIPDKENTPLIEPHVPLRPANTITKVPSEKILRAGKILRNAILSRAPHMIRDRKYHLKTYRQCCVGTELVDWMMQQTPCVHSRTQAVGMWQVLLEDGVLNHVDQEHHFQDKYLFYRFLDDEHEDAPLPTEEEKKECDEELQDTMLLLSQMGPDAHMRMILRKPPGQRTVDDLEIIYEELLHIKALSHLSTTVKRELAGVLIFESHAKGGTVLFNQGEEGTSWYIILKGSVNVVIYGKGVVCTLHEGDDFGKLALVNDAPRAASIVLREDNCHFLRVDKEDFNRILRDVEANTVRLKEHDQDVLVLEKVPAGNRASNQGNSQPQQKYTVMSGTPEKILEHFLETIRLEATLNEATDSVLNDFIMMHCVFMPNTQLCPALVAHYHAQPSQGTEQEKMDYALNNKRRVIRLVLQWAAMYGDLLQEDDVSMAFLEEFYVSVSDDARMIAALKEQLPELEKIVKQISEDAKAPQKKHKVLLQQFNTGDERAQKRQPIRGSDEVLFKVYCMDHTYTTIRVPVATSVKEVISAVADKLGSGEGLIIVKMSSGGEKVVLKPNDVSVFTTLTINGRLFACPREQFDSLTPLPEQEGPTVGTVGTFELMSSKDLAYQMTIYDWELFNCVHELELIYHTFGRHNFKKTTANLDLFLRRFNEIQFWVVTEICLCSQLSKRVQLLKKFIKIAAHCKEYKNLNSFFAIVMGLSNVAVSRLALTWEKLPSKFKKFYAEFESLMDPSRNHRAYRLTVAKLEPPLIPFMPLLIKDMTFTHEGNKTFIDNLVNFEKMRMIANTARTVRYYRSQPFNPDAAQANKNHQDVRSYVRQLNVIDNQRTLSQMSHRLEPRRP
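Guanine nucleotide exchange by EPAC2 is measured as reduced fluorescence of BODIPY-GDP once it is released from 250 nM Rap1B. Plates are read kinetically for 30 min at room temperature; results are scaled to 6.5 mM cAMP.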
Nrf2 inh: blocks Nrf2 signaling; A549 ARE-Fluc reporter, luciferase luminescence, 18-24 h; Potency, µM (top dose mostly 46 µM), inactives show at the highest dose activity change, negative = inhibition, usual class: inhibitors; 2.1% of 360,000 active; AID 504444; also: potency is read from the fitted curve at half-maximal effect; % is scaled to controls: 0 for no effect and ±100 for the full control effect; nearly all actives have a fitted effect of over 60% in size
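Nrf2 function is reported as luminescence of an ARE-controlled luciferase in A549 cells. Compounds were tested at several concentrations, and a CellTiter-Fluor read on the same wells flagged cytotoxicity.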
HepG2 viability: kills HepG2 cells in TGF-b inhibitor counter-screen; HepG2 CAGA-GFP viability, ATP luminescence, 18 h; AID 588856; 0.76% of 410,000 active; Potency, µM (series often up to 46.1 µM), for the others: at the highest dose activity change, negative = cytotoxicity, hits mostly cytotoxic; also: potency is read from the fitted curve at half-maximal effect; some results filed as inactive show a strong effect at the top dose
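CellTiter-Glo luminescence gave cytotoxicity after 18 hours at 37 degrees C. The cells were HepG2 CAGA-GFP in 1% FBS DMEM, stimulated with 500 pg/mL TGF-beta after compound addition. %Activity was normalised to no-cell wells (complete cell-killing) and DMSO (no toxicity), and curves were fitted and classified.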
* = called active by the depositor; & = joins results of further samples; [ ] = dose if it differs, or a comment. Unless noted, calls follow the shape of the dose curve; as a rule, active = well fitted curve in the direction sought with a large enough effect; inconclusive = small, poorly fitted or top-dose-only effect, or another doubt; inactive = no such curve, though single readings can be large; an effect the other way counts as inactive or inconclusive. Outcome played no part in choosing rows; about 4.3% have a hit in one of these screens.

Screening CCn1ncc(C2=NOC(C(=O)NCc3ccc(OC)cc3)C2)c1C (stereo not given) returned Nrf2 ARE act -0.4%, A549 tox -10%, TGFb SMAD3 inh -5%, ATXN viability inconclusive, IL-2 act -1.2, ATXN2 expr inh -13%, EPAC2 agonist 1%, Nrf2 inh 1% and HepG2 viability -14%.
Cn1cccc1C(=O)N1CCN(c2cccc(C(F)(F)F)c2)CC1 was read as Nrf2 ARE act 0.0%, A549 tox -1%, TGFb SMAD3 inh -13%, ATXN viability inconclusive, IL-2 act -1.6, ATXN2 expr inh -17%, EPAC2 agonist -7%, Nrf2 inh -9% and HepG2 viability 1%.
`CCNc1ccc(C(=O)Nc2ccc3nc(C)sc3c2)cc1[N+](=O)[O-]` gave Nrf2 ARE act -0.3%, A549 tox -9%, TGFb SMAD3 inh 10%, ATXN viability inactive, IL-2 act 1.1, ATXN2 expr inh 13%, EPAC2 agonist -5%, Nrf2 inh -1% and HepG2 viability -5%.
COc1ccc(NS(=O)(=O)c2ccc3c(c2)CCO3)cc1 was read as Nrf2 ARE act -0.4%, A549 tox -1%, TGFb SMAD3 inh -20%, ATXN viability inactive, IL-2 act 1.1, ATXN2 expr inh -16%, EPAC2 agonist 3%, Nrf2 inh -23% and HepG2 viability -28%.
For COc1ccccc1CN(C)C(=O)CN1CCN(CC(=O)Nc2ccccc2Cl)CC1 the results were Nrf2 ARE act 1.7%, A549 tox 0%, TGFb SMAD3 inh -23%, ATXN viability inconclusive, IL-2 act -6.5, ATXN2 expr inh 6%, EPAC2 agonist -6%, Nrf2 inh 1% and HepG2 viability -15%.
`O=C(NCCN1CCOCC1)c1csc2c1CCCC2` gave Nrf2 ARE act -0.7%, A549 tox 0%, TGFb SMAD3 inh -6%, ATXN viability inactive, IL-2 act -1.2, ATXN2 expr inh 4%, EPAC2 agonist 3%, Nrf2 inh 6% and HepG2 viability -8%.
COc1ccc(-c2c(C)c3ccc(O)cc3oc2=O)cc1OC was read as Nrf2 ARE act 0.0%, A549 tox 1%, TGFb SMAD3 inh 7%, IL-2 act -0.4, EPAC2 agonist 5%, Nrf2 inh 1% and HepG2 viability -11%.
For O=C(NC1CCCN(Cc2ccc(Cl)cc2)C1)c1ccoc1 (stereo not given) the results were Nrf2 ARE act 0.2%, A549 tox 2%, TGFb SMAD3 inh -14%, ATXN viability inactive, IL-2 act -1.3, ATXN2 expr inh -8%, EPAC2 agonist 8%, Nrf2 inh -20% and HepG2 viability -12%.
`C/C(CC(=O)Nc1cc(C)ccn1)=N\NC(=O)c1ccc(C)cc1` gave Nrf2 ARE act 2.9%, A549 tox 6%, TGFb SMAD3 inh -1%, ATXN viability inactive, IL-2 act -1.8, ATXN2 expr inh -7%, EPAC2 agonist -1%, Nrf2 inh -17% and HepG2 viability 5%.
For Cc1nnc(NC(=O)CSc2nccn2-c2ccc(Cl)cc2)s1 the results were Nrf2 ARE act 2.4%, A549 tox 10%, TGFb SMAD3 inh -10% and HepG2 viability -27%.
`CN1CCN(C(=O)C2Cc3c(-c4ccc5c(c4)OCO5)ccnc3O2)CC1` (stereo not given) gave Nrf2 ARE act 0.4%, TGFb SMAD3 inh -1%, ATXN viability inactive, IL-2 act 0.5, ATXN2 expr inh -1%, EPAC2 agonist 6% and HepG2 viability 4%.
CC(C)NS(=O)(=O)c1ccc(OCC(=O)NCCC2=CCCCC2)cc1 was read as Nrf2 ARE act -0.4%, A549 tox 1%, TGFb SMAD3 inh -12%, ATXN viability inactive, IL-2 act -2.6, ATXN2 expr inh 4%, EPAC2 agonist 2% and HepG2 viability -26%.
For CN(CC(=O)Nc1ccccc1C(F)(F)F)C(=O)CSCc1ccccc1 the results were Nrf2 ARE act -0.6%, A549 tox -2%, TGFb SMAD3 inh 0%, ATXN viability inactive, IL-2 act -1.0, ATXN2 expr inh -16%, EPAC2 agonist 4%, Nrf2 inh 6% and HepG2 viability -21%.
`CCOc1ccc2nc(N3CCCC(C(=O)NCc4ccc(OC)cc4)C3)sc2c1` (stereo not given) gave Nrf2 ARE act 5.1%, A549 tox -6%, TGFb SMAD3 inh -13%, Nrf2 inh inconclusive and HepG2 viability -41%.
CCc1nn(C(C)C(=O)N2CCc3ccccc3C2)c(=O)c2cc3occc3n12 (stereo not given) was read as Nrf2 ARE act -0.4%, A549 tox -2%, TGFb SMAD3 inh -10%, ATXN viability inactive, IL-2 act -0.3, ATXN2 expr inh 0%, EPAC2 agonist 1%, Nrf2 inh 2% and HepG2 viability -19%.
CC(=O)O[C@]1(C(C)=O)CC[C@H]2[C@@H]3C[C@H](C)C4=CC(=O)CC[C@]4(C)[C@H]3CC[C@@]21C was read as Nrf2 ARE act 1.1%&0.3%, A549 tox -14%&-7%, TGFb SMAD3 inh 8%&-2%, ATXN viability inconclusive, IL-2 act -0.7&-0.3, ATXN2 expr inh inconclusive, EPAC2 agonist 2%&3%, Nrf2 inh 0.26µM* and HepG2 viability -20%&-62%.
For CCOc1ccccc1/C=N/Nc1ccc(Cl)nn1 the results were Nrf2 ARE act 9.9%, A549 tox 3%, TGFb SMAD3 inh -2%, ATXN viability inactive, IL-2 act -5.5, ATXN2 expr inh 5%, EPAC2 agonist -2%, Nrf2 inh -1% and HepG2 viability -35%.
Screening CCOC(=O)Cc1nnc(NC(=O)CSc2ccc(C)cc2)s1 returned Nrf2 ARE act 0.3%, TGFb SMAD3 inh 0%, ATXN viability inactive, IL-2 act 29, ATXN2 expr inh 4%, EPAC2 agonist -1%, Nrf2 inh 13% and HepG2 viability -17%.
CCC(C(=O)Nc1ccccc1OC)n1c(C(=O)OC)cc2ccsc21 (stereo not given) was read as Nrf2 ARE act 9.9%, A549 tox 6%, TGFb SMAD3 inh inconclusive, ATXN viability inactive, IL-2 act -5.4, ATXN2 expr inh -7%, EPAC2 agonist 18%, Nrf2 inh inconclusive and HepG2 viability -19%.
For Cc1ccc(C(=O)N2CCN(c3ccccn3)CC2)cc1C the results were Nrf2 ARE act -0.2%, A549 tox -3%, TGFb SMAD3 inh 10%, ATXN viability inconclusive, IL-2 act -0.4, ATXN2 expr inh 8%, EPAC2 agonist 5%, Nrf2 inh 8% and HepG2 viability -1%.
O=C(CCNC(=O)c1ccc(Cl)cc1)NC1CCCc2ccccc21 (stereo not given) was read as Nrf2 ARE act -0.7%, A549 tox -6%, TGFb SMAD3 inh inconclusive, ATXN viability inactive, IL-2 act -0.2, ATXN2 expr inh 24%, EPAC2 agonist -2%, Nrf2 inh inconclusive and HepG2 viability -37%.
Screening Nc1nc(SCC(=O)N2CCc3ccccc32)[nH]c(=O)c1-c1ccccc1 returned Nrf2 ARE act -0.5%, A549 tox inconclusive, TGFb SMAD3 inh inconclusive, ATXN viability inactive, IL-2 act 4.7, ATXN2 expr inh 9%, EPAC2 agonist 7%, Nrf2 inh inconclusive and HepG2 viability -1%.
`CSc1cccc(NC(=O)C2CCCN(C(=O)c3cnn(-c4ccc(F)cc4)c3-n3cccc3)C2)c1` (stereo not given) gave Nrf2 ARE act -1.1%, A549 tox -14%, TGFb SMAD3 inh 18µM* and HepG2 viability -26%.
CCn1c(SCC(=O)Nc2c(C)n(C)n(-c3ccccc3)c2=O)nnc1-c1cccc(C)c1 was read as Nrf2 ARE act 0.3%, A549 tox 1%, TGFb SMAD3 inh 2%, ATXN viability inactive, IL-2 act -0.8, ATXN2 expr inh -5%, EPAC2 agonist 10%, Nrf2 inh 12% and HepG2 viability -7%.
For CC(=O)Nc1ccc(-c2csc(Nc3ccccn3)n2)cc1 the results were Nrf2 ARE act 8.9%, A549 tox -20%, TGFb SMAD3 inh inconclusive, ATXN viability inconclusive, IL-2 act -2.7, ATXN2 expr inh 40%[activator], EPAC2 agonist 5%, Nrf2 inh inconclusive and HepG2 viability -17%.
`O=C(COC(=O)Cc1ccc(F)cc1)Nc1ccc2[nH]c(=O)[nH]c2c1` gave Nrf2 ARE act 0.1%, A549 tox 1%, TGFb SMAD3 inh -17%, ATXN viability inactive, IL-2 act -2.2, ATXN2 expr inh 9%, EPAC2 agonist 3%, Nrf2 inh 3% and HepG2 viability 0%.
Screening Cc1cccc(Cn2c(=O)n(CCCC(=O)NCc3ccco3)c(=O)c3ccccc32)c1 returned Nrf2 ARE act 7.5%, A549 tox inconclusive, TGFb SMAD3 inh -27%, ATXN viability inconclusive, IL-2 act 1.2, ATXN2 expr inh -25%, EPAC2 agonist 2%, Nrf2 inh inconclusive and HepG2 viability -26%.
CCOc1cccc(-c2cnc3cccnn23)c1 was read as Nrf2 ARE act 0.4%, TGFb SMAD3 inh -14%, ATXN viability inactive, IL-2 act -0.8, ATXN2 expr inh 81%[activator], EPAC2 agonist -2% and HepG2 viability -12%.
`Cc1ccc(CSCC(=O)N2CCOCC2)cc1` gave Nrf2 ARE act -0.5%, A549 tox -5%, TGFb SMAD3 inh -4%, ATXN viability inactive, IL-2 act -2.6, ATXN2 expr inh 32%[activator], EPAC2 agonist 7%, Nrf2 inh inconclusive and HepG2 viability 13%.
CCc1cc(C(=O)N2CCCC(CO)(Cc3ccc(F)cc3)C2)n(C)n1 (stereo not given) was read as Nrf2 ARE act -0.2%, A549 tox 21%, TGFb SMAD3 inh 0%, ATXN viability inactive, IL-2 act -4.4, ATXN2 expr inh -4%, EPAC2 agonist 15%, Nrf2 inh 23% and HepG2 viability -5%.

Screening data deposited in PubChem by National Center for Advancing Translational Sciences (NCATS).
